SR-BI DiI inh – blocks mouse SR-BI lipid uptake from DiI-HDL. Q61009. ldlA[mSR-BI] CHO cells, DiI-HDL uptake fluorescence, 3 h. inhibition, % at 12.5 µM. actives 0.96% (n = 320,000);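 active means mean replicate inhibition of at least 70% and a set share of replicates each scoring 70 or more; inconclusive means meets just one of the two criteria; inactive means fails both criteria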;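 further: 0% = median of neutral control wells and 100% = median of positive control wells; values of inactives mirror those of a sister screen read the other way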
Target sequence (Q61009 whole entry, looked up): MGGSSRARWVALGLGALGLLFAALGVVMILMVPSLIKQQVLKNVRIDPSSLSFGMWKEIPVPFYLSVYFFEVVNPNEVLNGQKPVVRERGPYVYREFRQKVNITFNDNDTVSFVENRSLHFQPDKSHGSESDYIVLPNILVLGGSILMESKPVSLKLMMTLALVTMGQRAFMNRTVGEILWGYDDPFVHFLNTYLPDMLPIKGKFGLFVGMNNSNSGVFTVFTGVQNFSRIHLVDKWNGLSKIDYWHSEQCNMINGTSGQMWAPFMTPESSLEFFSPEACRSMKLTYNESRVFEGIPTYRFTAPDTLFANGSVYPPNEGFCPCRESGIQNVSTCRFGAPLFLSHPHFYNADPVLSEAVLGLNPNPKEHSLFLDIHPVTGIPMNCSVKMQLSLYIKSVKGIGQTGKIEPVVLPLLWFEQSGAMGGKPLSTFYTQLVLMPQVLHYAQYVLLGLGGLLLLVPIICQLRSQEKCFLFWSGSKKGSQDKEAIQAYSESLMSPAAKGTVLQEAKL
RTF Ca sens act – increases calcium sensitivity of human cardiac regulated thin filaments; P19429+P45379; IANBD-labeled TnC RTF fluorescence at EC20 calcium; 0% EC20 calcium, 100% full calcium; activation, % at 7.2 µM; actives 0.24% (n = 340,000); AID 493008;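 active means activation above the mean over all tested compounds plus 3 SD, cut at about 30% in these data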;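 further: rise in fluorescence read as greater calcium sensitivity of cardiac thin filaments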
Rtt109 HAT inh – C. albicans Rtt109 histone acetyltransferase inhibition | Q5AAJ8 | actives 0.16% (n = 330,000) | inhibition, % at 34.9 µM | purified Rtt109/Vps75, ThioGlo CoA-SH fluorescence, 4 h;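 active means inhibition of at least 50% in every replicate; inconclusive means best replicate reaches 50% inhibition but some replicates fall short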
Target sequence (Q5AAJ8 whole entry, looked up): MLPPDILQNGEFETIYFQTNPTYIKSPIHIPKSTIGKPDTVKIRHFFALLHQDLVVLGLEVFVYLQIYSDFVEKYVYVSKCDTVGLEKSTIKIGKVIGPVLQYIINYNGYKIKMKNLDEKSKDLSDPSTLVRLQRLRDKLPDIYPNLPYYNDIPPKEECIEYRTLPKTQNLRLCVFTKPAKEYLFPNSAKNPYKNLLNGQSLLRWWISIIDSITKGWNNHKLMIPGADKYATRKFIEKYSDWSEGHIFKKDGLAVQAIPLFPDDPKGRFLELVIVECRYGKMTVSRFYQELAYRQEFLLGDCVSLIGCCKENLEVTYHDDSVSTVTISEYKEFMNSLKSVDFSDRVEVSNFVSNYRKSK
Wnt act – activators of Wnt/beta-catenin signaling; Wnt/beta-catenin reporter cell assay, activator, plate reader; activation, % at 9.35 µM; actives 1.2% (n = 300,000); in the data active means activation above about 30%, passing the limit was not always enough; inconclusive means no clear call, values can overlap the other calls;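 further: 0% = neutral control wells and 100% = positive control wells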
SR-BI DiI-HDL act – enhances SR-BI lipid uptake from DiI-HDL | CHO ldlA[mSR-BI] cells, DiI-HDL uptake fluorescence, 3 h; 100 = double the neutral-control signal | activation, % at 12.5 µM | actives 0.096% (n = 320,000) | AID 504775;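 active means mean replicate activation of at least 60% and every replicate at or above 60%; inconclusive means mean or all-replicate condition met, but not both; inactive means mean below 60% and not all replicates reaching 60%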;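 further: 0% = median plate neutral-control signal and 100% = twice that signal; values of inactives mirror those of a sister screen read the other way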
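Material: SR-BI-overexpressing, LDLR-lacking CHO cells; schedule: compound exposure 3 h, 37 °C; reagent: DiI-labelled HDL at 10 µg/mL final; technique: bottom-read fluorescence, 550/595 nm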
PvdQ acylase – P. aeruginosa PvdQ acylase inhibition; purified PvdQ acylase, fluorescence plate reader; inhibition, % at 10 µM; actives 0.063% (n = 340,000); AID 488965; in the data active means inhibition above about 30%, passing the limit was not always enough; inconclusive means no clear call, values can overlap the other calls;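 further: 0% = vehicle neutral wells and 100% = reference inhibitor wells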
CDK5 inh – CDK5/p35 (human) kinase inhibition. AID 488839. actives 0.01% (n = 330,000). Q00535+Q15078. inhibition, % at 10 µM. Recombinant CDK5/p35, ADP-Glo luminescence, 60 min;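 active means highest replicate inhibition of at least 50% and at least 75% of replicates reaching 50%; inconclusive means only one of the two criteria met; inactive means both criteria failed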;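 further: plate controls were DMSO neutral control for no effect and GW8510 at 10 µM for full effect; many of its hits are not listed in these tables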
HTR5A ag – HTR5A agonism, opioid heterodimer counter-screen. P47898. HTR5A agonist assay, luminescence, cell-based. activation, % at 9.3 µM. actives 0.61% (n = 340,000). AID 504692; in the data active means activation mostly above about 9.5%, no sharp cut-off; inactive means mostly below about 7.6%;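 further: 0% = cells with vehicle only and 100% = reference agonist; strong numbers were not always called active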
dFosB activator – enhances mouse delta FosB homodimer DNA binding; purified delta FosB, TAMRA-CDK5 oligo fluorescence polarization; percent of positive-control signal above neutral wells; activation, % at 25 µM; AID 493131; actives 0.99% (n = 340,000);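 active means mean activation above about 17%, with every replicate also reaching it, limit read from the data, passing the limit was not always enough; inconclusive means only one of the two conditions met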;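 further: fluorescence polarization rise as delta FosB binds a TAMRA Cdk5 AP-1 oligo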
MITF TRPM1 HTS – MITF TRPM1 promoter activation in melanoma cells | activation, % at 12.5 µM | actives 0.75% (n = 300,000) | SK-MEL-5 TRPM1-promoter luciferase, 24 h; % of positive control, neutral wells = 0;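 active means mean activation of at least 80% with every replicate also reaching 80%; inconclusive means mean reaches 80% but some replicate falls short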;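 further: 0% = neutral control wells and 100% = parthenolide positive control wells; values of inactives mirror those of a sister screen read the other way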
* hit, by the source's call; ? = inconclusive; nt = not tested or not shown. Random draw from the library (roughly 4.4% active in at least one column).

SMILES | SR-BI DiI inh | RTF Ca sens act | Rtt109 HAT inh | Wnt act | SR-BI DiI-HDL act | PvdQ acylase | CDK5 inh | HTR5A ag | dFosB activator | MITF TRPM1 HTS
O=[N+]([O-])c1ccccc1Oc1cnc2ccccc2n1 | 12 | -8 | nt | 2 | -12 | 5 | -0.6 | -7 | -10 | -3
CCOC(=O)N(Cc1ccccc1)Cc1ccc(C(=O)N[C@@H](Cc2ccccc2)C(=O)O)cc1 | -6 | 4 | 3 | 2 | 6 | 6 | 0.6 | 3 | 1 | 5
COc1ccccc1OCC(=O)NCCSCc1cccc(Cl)c1 | -4 | 0 | -4 | nt | 4 | -7 | -0.3 | 2 | -2 | 5
CC(CCc1ccccc1)NC(=S)NC(=O)c1ccco1 (stereo not drawn) | -17 | 2 | 7 | 0 | 17 | 4 | -0.7 | 8 | -4 | 7
FC(F)(F)c1ccc(N2CCN(c3ncnc4c3nnn4Cc3ccccc3Cl)CC2)cc1 | nt | 1 | -4 | nt | nt | -17 | 0.9 | -2 | 3 | -22
CCC(C)NC(=S)NNC(=O)c1ccc(C(C)(C)C)cc1 (stereo not drawn) | 0 | 1 | 2 | nt | 0 | -10 | 1.3 | -5 | -6 | 2
CCOCCN1CCN(C2c3ccccc3CSc3ccccc32)CC1 (stereo not drawn) | -9 | 1 | 7 | 0 | 9 | 5 | 3.8 | -3 | -5 | nt
CC1(C)CC(=O)C(C=NCc2ccc3c(c2)OCO3)=C(O)C1 | -13 | -3 | -5 | -3 | 13 | -7 | -0.2 | 2 | 6 | -3
O=C1c2ccccc2S(=O)(=O)N1Cc1cc(=O)n2ccsc2n1 | 4 | -3 | -1 | nt | -4 | -9 | 1.3 | -4 | 2 | -9
COc1ccc(NC(=O)COC(=O)C2CC2)cc1S(=O)(=O)N1CCCCC1 | 3 | -4 | -4 | -2 | -3 | 3 | 0.3 | 2 | -1 | 1
CCCC(=O)Nc1ccc(NC(=O)c2ccccn2)cn1 | -20 | -3 | -3 | 28 | 20 | 1 | -0.5 | -3 | 4 | 38
COC(=O)C1C(=O)C(C(=O)/C=C/c2ccccc2)C(=O)CC1(C)C (stereo not drawn) | -6 | -6 | 9 | 0 | 6 | 13 | 0.1 | -2 | -10 | -4
CCC(C)(C)n1nnnc1C(c1cc2cc(C)cc(C)c2[nH]c1=O)N1CCCC1 (stereo not drawn) | -6 | 6 | -2 | nt | 6 | -9 | -1.8 | -1 | 6 | -4
O=C(Nc1cccc(-c2ccc(N3CCOCC3)nn2)c1)c1ccccc1 | 7 | -2 | 2 | 25 | -7 | -6 | 0.8 | 2 | -6 | ?
O=C(CNC(=O)c1cccc(Cl)c1)NCCCSc1ccccc1 | 7 | -4 | -4 | 0 | -7 | -12 | -1.6 | 0 | -12 | -1
CC(C)NC(=O)[C@]1(C)CCC[C@@]2(C)C3CC[C@@]4(C)C[C@]3(CCC21)CC4=O (stereo partly drawn) | -12 | -5 | 0 | 0 | 12 | -7 | -1.2 | 8 | -2 | 6
CC(C)N1CCC(N2CCN(Cc3nc4ccccc4s3)CC2CCO)CC1 (stereo not drawn) | nt | 0 | -4 | -1 | nt | -15 | 0.1 | -2 | -9 | -16
Cc1ccc(OCCn2c(Br)nc3c2c(=O)n(C)c(=O)n3C)cc1 | -19 | 2 | nt | 0 | 19 | -14 | 1.7 | 4 | -3 | nt
CCOC(=O)Cc1csc(NC(=O)c2ccc(S(=O)(=O)N3CCCCC3)cc2)n1 | 65 | 6 | -14 | nt | -65 | 4 | -0.5 | -4 | -8 | -19
COc1cccc2cc(-c3nc4ccccc4o3)c(=O)oc12 | 10 | 6 | 0 | 42* | -10 | 3 | -0.6 | -2 | -18 | 36
Cc1nc(N2CCN(c3ccccn3)CC2)c2c(C)c(C(=O)Nc3ccc(Br)cc3C)sc2n1 | 9 | 4 | 2 | 1 | -9 | -7 | 0.0 | -1 | 8 | 3
CCn1cc(C(=O)N[C@H](C(=O)NCCCn2ccnc2)C(C)C)c(=O)c2cc3c(cc21)OCO3 | -11 | 3 | -4 | 4 | 11 | -4 | 0.3 | -3 | -7 | 9
Cc1cc(C)cc(NC(=O)CSc2cc(C(=O)c3nccn3C)c3ccccc3n2)c1 | 5 | 3 | -3 | nt | -5 | -6 | 0.6 | 2 | -5 | -21
CCOC(=O)c1cnc(SCC(C)C)nc1N | 0 | 4 | 5 | 70* | 0 | 6 | 1.7 | -3 | 3 | 109*
Cc1ccc(SCC(=O)NNC(=O)c2ccccc2)c(C)c1 | nt | -1 | 1 | -1 | nt | -9 | -0.3 | -6 | 1 | -11
O=C(NCCc1ccccc1)C1CC(=O)N(C2CCCC2)C1 (stereo not drawn) | -23 | 4 | -4 | -1 | 23 | -10 | 1.6 | 4 | -2 | -5
O=C1C2C3C=CC(C3)C2C(=O)N1CCC(=O)N1CCc2ccccc21 (stereo not drawn) | -24 | -4 | -14 | nt | 24 | -5 | -0.5 | 2 | 1 | 2
O=C(CN1C(=O)NC2(CCCC2)C1=O)Nc1nc(-c2ccc(F)c(F)c2)cs1 | 28 | 2 | 6 | 0 | -28 | 1 | -1.9 | 3 | -3 | 3
CCCCC1C(C#N)=C(C)NC2=C1C(=O)CC(C)(C)C2 (stereo not drawn) | 4 | 2 | -45 | -17 | -4 | -10 | -0.5 | 9 | -3 | 6
COc1ccc(N=Cc2c(OC)ccc3ccccc23)cc1 | 6 | 6 | -6 | 1 | -6 | -15 | -1.2 | -2 | 4 | nt
Cn1ncc(Br)c1C(=O)N1CCOCC1 | -7 | 3 | -6 | -4 | 7 | 0 | -0.4 | 3 | 1 | 5
O=C(C1CCCO1)N1CCN(Cc2nc3ccccc3c(=O)[nH]2)CC1 (stereo not drawn) | -12 | -4 | -10 | nt | 12 | -2 | -1.5 | 6 | 1 | -7
CC1(C2CC2)NC(=O)N(CC(=O)Nc2ccc(SC(F)F)cc2)C1=O (stereo not drawn) | 1 | 0 | 0 | 1 | -1 | -12 | -1.2 | 2 | 0 | 8
CN(Cc1ccccc1)C(=O)c1oc(=O)c2ccccc2c1-c1ccccc1 | 17 | 0 | 8 | nt | -17 | -5 | -0.9 | -1 | -8 | -3
COc1ccc(C(=O)NCN2CCN(c3ccccc3)CC2)cc1OC | 3 | 7 | 1 | -2 | -3 | -11 | 0.1 | 1 | -7 | nt
CCOc1cc(CNc2ccc3c(c2)OCCO3)cc(Br)c1OC | 7 | -5 | 20 | nt | -7 | 10 | 0.4 | 5 | -12 | -60
O=C(Nc1ccccc1C(=O)O)c1ccc(Br)o1 | -36 | -1 | 6 | 8 | 36 | -5 | 0.9 | 9 | -7 | 37
Nc1cc(N2CCCCCC2)c2nonc2c1[N+](=O)[O-] | 11 | 9 | -4 | -1 | -11 | -9 | -1.4 | -2 | 3 | -24
CCN(C(=O)CSc1n[nH]c(-c2ccc(OC)cc2)n1)c1c(N)n(Cc2ccccc2)c(=O)[nH]c1=O | -28 | -4 | 2 | -3 | 28 | 1 | -1.0 | -2 | -9 | 0
Cn1c(=O)c2[nH]c(COc3ccccc3)nc2n(C)c1=O | 10 | 4 | 3 | -6 | -10 | -1 | 0.0 | -1 | 0 | 18
COc1ccc(CC(=O)N2CCN(c3cccc(Cl)c3)CC2)cc1OC | 8 | 5 | -5 | -3 | -8 | -5 | 0.4 | 0 | -17 | -3
COC(=O)C(C(=O)OC)N1C(=O)CCC1=O | -29 | 1 | 16 | -1 | 29 | 9 | -0.8 | 5 | -2 | 4
CC(Oc1cc2oc(=O)c3c(c2cc1Cl)CCC3)C(=O)NCc1cccnc1 (stereo not drawn) | 86* | 0 | 4 | 2 | -86 | 0 | nt | 3 | -1 | 3
O=C(NN=Cc1c(O)ccc2ccccc12)c1ccc2c(c1)OCO2 | 124* | -1 | 14 | 2 | -124 | 8 | 0.8 | 4 | -2 | -61
COC(=O)c1ccccc1C(=O)N(c1ccccc1)c1ccccc1 | nt | -5 | -3 | 0 | nt | -1 | 0.5 | 0 | -7 | nt
Cn1cccc1/C=N\NC(=O)Cc1ccc(Br)c2ccccc12 | 18 | -9 | -5 | 1 | -18 | 8 | 1.2 | 9 | -7 | -10
COc1ccc(C2CC(c3ccccc3)n3nnnc3N2)cc1 (stereo not drawn) | -21 | 3 | 11 | nt | 21 | -1 | 2.5 | 5 | -2 | -1
CSCC[C@H](NC(=O)[C@H]1CC[C@H](CNC(=O)[C@@H](N)Cc2ccccc2)CC1)C(=O)O | 14 | 2 | -3 | 0 | -14 | 4 | -0.6 | 6 | -11 | 2
COCCCn1c(=O)c2sccc2n2c(CCCC(=O)N(C)Cc3ccco3)nnc12 | -16 | 7 | -6 | -5 | 16 | -10 | -1.4 | 5 | -2 | 1
CSc1nc2ccc(NC(=O)c3cccs3)cc2s1 | 43 | -3 | 2 | 20 | -43 | -12 | 1.0 | -1 | -4 | 90*
COc1ccc(Cc2nnc(NN)[nH]c2=O)cc1OC | -9 | 1 | -11 | -1 | 9 | -10 | -0.6 | 2 | -1 | -2
O=C(N/N=C/c1ccc2c(c1)OCO2)c1ccc2c(c1)OCO2 | -32 | -1 | 1 | 25 | 32 | -4 | -0.1 | 7 | 9 | 58
CCOC(=O)N1CCN(S(=O)(=O)c2ccc3c(c2)CC(C)N3C(C)=O)CC1 (stereo not drawn) | 14 | 2 | 1 | -4 | -14 | -7 | -0.7 | 6 | 1 | 11
CN(NC(=O)C(C)(C)C)c1nc(-c2ccccc2)nnc1C(F)(F)F | -14 | -5 | 1 | -3 | 14 | -21 | 1.2 | -1 | 5 | 5
COC(C[C@H](O)C[C@H](O)[C@@H](C)OCc1ccccc1)OC | -3 | 5 | 4 | -2 | 3 | -16 | -1.2 | 1 | -1 | 6
COc1cc2c(cc1OC)-c1cc(Nc3ccccc3)nc(=O)n1CC2 | -4 | 2 | 3 | 45* | 4 | -12 | -0.8 | -2 | 12 | nt
FC(F)(F)c1cc(-c2cccs2)nc2ncnn12 | -4 | -2 | -49 | -2 | 4 | -6 | -0.8 | -2 | 2 | 16
CC(C)C(C)(C#N)NC(=O)CSc1nc(C2CCCCC2)n(-c2ccccc2)n1 (stereo not drawn) | 2 | 7 | 7 | -5 | -2 | 0 | 0.3 | 0 | -12 | 2
COc1ccccc1N1CCN(c2ncnc3sc(C)c(-c4ccccc4)c23)CC1 | 5 | -4 | 3 | nt | -5 | -11 | -0.6 | 4 | -11 | -19

Two consecutive records already listed, for reference:
SMILES | SR-BI DiI inh | RTF Ca sens act | Rtt109 HAT inh | Wnt act | SR-BI DiI-HDL act | PvdQ acylase | CDK5 inh | HTR5A ag | dFosB activator | MITF TRPM1 HTS
CC(C)C(C)(C#N)NC(=O)CSc1nc(C2CCCCC2)n(-c2ccccc2)n1 (stereo not drawn) | 2 | 7 | 7 | -5 | -2 | 0 | 0.3 | 0 | -12 | 2
COc1ccccc1N1CCN(c2ncnc3sc(C)c(-c4ccccc4)c23)CC1 | 5 | -4 | 3 | nt | -5 | -11 | -0.6 | 4 | -11 | -19

Screening results (PubChem)
